Giardia kill – Giardia lamblia killing | activity change, % at 7.66 µM, hits read low | 0.15% of 340,000 active | Giardia lamblia trophozoite viability; in the data active = activity change below about -80%; inconclusive = between about -30% and that limit;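 note: parasites exposed to compound for two days anaerobically before the ATP read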
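Each well holds 100 Giardia trophozoites and compound. After two days (48 hrs) at 37 deg C in anaerobic conditions, ATP is quantified by luminescence.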
PKM2 act – increases activity of human pyruvate kinase M2; P14618; purified PKM2, Kinase-Glo ATP luminescence, activation; response scale: 0% is enzyme alone, no compound; Potency, µM (titrated, usually from 57.5 µM), inactives show at the top dose activation, most hits filed as activators; 0.34% of 260,000 active; AID 1631; note: potency is the fitted concentration of half-maximal effect; nearly all actives have a fitted effect of over 55% in size
Target sequence (P14618 whole entry, looked up): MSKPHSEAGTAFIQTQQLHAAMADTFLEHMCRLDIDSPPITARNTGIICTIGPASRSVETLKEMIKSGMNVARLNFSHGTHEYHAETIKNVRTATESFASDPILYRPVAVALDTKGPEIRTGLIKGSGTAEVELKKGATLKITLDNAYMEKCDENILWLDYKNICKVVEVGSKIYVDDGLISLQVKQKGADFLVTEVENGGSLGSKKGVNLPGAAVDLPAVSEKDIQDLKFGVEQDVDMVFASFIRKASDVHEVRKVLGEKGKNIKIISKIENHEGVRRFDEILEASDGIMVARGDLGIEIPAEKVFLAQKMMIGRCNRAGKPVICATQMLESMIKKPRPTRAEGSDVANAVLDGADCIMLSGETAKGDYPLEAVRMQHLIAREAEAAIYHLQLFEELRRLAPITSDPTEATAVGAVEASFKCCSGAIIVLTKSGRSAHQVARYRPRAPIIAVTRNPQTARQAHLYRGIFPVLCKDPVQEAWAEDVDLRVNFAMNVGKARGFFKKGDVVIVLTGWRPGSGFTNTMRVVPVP
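ATP formation by purified human PK-M2, quantified via coupled luciferase luminescence after 1 h at room temperature with 0.1 mM ADP and 0.5 mM PEP final.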
Chronic BCR inh – inhibitors of chronic active B-cell receptor signaling | 0.05% of 340,000 active | ABC-DLBCL IkBa-CBG/CBR reporter, luminescence ratio, 4 h | Potency, µM (highest dose often 46.1 µM), without a hit: at the highest dose ratio change, negative = lower green/red ratio, most hits filed as inhibitors; active = well fitted inhibition curve with a large enough effect in the signal ratio, with a control signal flat, not every such curve was filed as active; inconclusive = small, poorly fitted or top-dose-only effect, or effect the other way, or a change in a side signal; the % refers to the signal ratio;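 note: potency is the fitted concentration of half-maximal effect; plate controls were basal doxycycline-induced cells for no effect and cells given 10 µM MG132 for full effect; MG132 reads +100%, hits lower the ratio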
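Compounds up to 46 uM were incubated four hours with TMD8 cells whose green CBG68 luciferase is fused to IkappaBalpha; red CBR luminescence normalised the signal, and concentration-effect curves were fitted to fusion, red and ratio data.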
hERG WT inh – inhibitors of human wildtype KCNH2 potassium channel. Q12809. U2OS, BacMam KCNH2, thallium flux FluxOr; active compounds read low. activity change, % at 1.84 µM. 0.37% of 340,000 active. AID 720551;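 active = maximum activity change below -70%; inconclusive = maximum activity change between -70% and -50%; inactive = maximum activity change above -50%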
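U2OS cells were transduced with wild-type KCNH2 virus (2.03 x 10^8 / mL) for 4 h at room temperature, then cultured overnight at 37 C. Thallium flux was read with FluxOr dye. Rate constants were normalized to DMSO controls.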
Eya2 phos inh – blocks the phosphatase activity of human Eya2. O00167. recombinant Eya2, OMFP fluorescence dephosphorylation (OMFP is methylfluorescein phosphate). Potency, µM (highest dose often 76.9 µM), for the others: top-dose activity, negative = inhibition, most hits filed as inhibitors. 0.006% of 330,000 active. AID 488837; note: potency is the fitted concentration of half-maximal effect
Target sequence (O00167 whole entry, looked up): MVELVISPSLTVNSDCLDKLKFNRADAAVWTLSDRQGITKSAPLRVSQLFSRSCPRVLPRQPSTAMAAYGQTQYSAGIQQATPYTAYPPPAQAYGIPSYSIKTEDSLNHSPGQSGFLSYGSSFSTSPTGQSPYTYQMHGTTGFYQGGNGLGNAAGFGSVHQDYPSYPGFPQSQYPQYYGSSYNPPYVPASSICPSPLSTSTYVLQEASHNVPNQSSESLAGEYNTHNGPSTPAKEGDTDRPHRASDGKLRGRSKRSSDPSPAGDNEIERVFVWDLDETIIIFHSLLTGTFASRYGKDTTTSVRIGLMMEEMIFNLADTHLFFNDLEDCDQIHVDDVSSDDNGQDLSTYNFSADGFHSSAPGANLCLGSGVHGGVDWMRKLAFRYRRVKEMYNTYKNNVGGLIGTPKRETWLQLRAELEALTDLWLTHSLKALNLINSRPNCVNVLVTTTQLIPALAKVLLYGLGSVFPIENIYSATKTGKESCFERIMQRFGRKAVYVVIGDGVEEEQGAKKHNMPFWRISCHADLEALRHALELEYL
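Eya2 protein (added as 0.2 uM solution) was preincubated with compound for 10 min at ambient temperature in 50 mM HEPES pH 7.5, 50 mM NaCl, 5 uM MgCl2, 0.05% BSA, 1 mM DTT. OMFP (added at 50 uM) then reacted 10 min; fluorescence read at 485/525 nm.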
USP2a inh – inhibitors of human ubiquitin-specific protease USP2a. 0.01% of 330,000 active. USP2 core, Ub-CHOP2 coupled fluorogenic reporter, 485/531. Potency, µM (titrated, usually from 38.3 µM), for the others: at the top dose activity change, negative = inhibition, usual class: inhibitors. O75604;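 note: potency is the fitted concentration of half-maximal effect; plate controls were DMSO wells for no effect and full inhibition by NEM control for full effect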
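Cell-free coupled assay: 10nM USP2 core preincubated 30min RT with compound in Tris-HCl pH 8.0/CaCl2/CHAPS buffer, then 25nM Ub-CHOP2 and 25nM reporter substrate; fluorescence (Ex 485/Em 531) read after 60min RT, normalized to NEM inhibition, concentration-response curves fitted.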
B2AR arrestin – recruits beta-arrestin to the human beta2-adrenergic receptor; P07550; beta-arrestin recruitment to beta2AR, cell-based reporter; Potency, µM (top dose mostly 46.1 µM), without a hit: at the top dose activation, most hits filed as activators; 0.02% of 330,000 active; AID 492947;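 note: potency is the fitted concentration of half-maximal effect; 0% = DMSO controls and full agonism = EC100 isoproterenol or metaproterenol; nearly all actives have a fitted effect of over 65% in size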
uPA generation – cell surface uPA generation inhibition; cell surface uPA generation assay, qHTS; Potency, µM (top dose mostly 38.3 µM), for the others: at the top dose activity change, negative = inhibition, actives largely listed as inhibitors; 0.31% of 330,000 active; active = well fitted inhibition curve with a large enough effect; inconclusive = small, poorly fitted or top-dose-only effect; inactive = no such curve, though single readings can be large or run the other way; tested in mouse RAW 264.7 cells; note: potency is the fitted concentration of half-maximal effect; nearly all actives have a fitted effect of over 55% in size
Coupling enz – inhibits coupling enzyme system, counter-screen for aldolase hits; coupling enzyme system counterscreen, AmpLite Red fluorescence; 0.67% of 290,000 active; activity change, negative = inhibition, % at 58.2 µM, hits read low; AID 2472; in the data active = activity change below about -30%
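Fluorescence at 525 nm excitation and 598 nm emission measured inhibition of the coupled detection system without aldolase. Compounds (at 57.5 uM final) were preincubated 10 min at room temperature with coupling enzyme reagent before a 20 min substrate/AmpLite Red step.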
GALK inhibitor – inhibitors of human galactokinase. P51570. Purified GALK, Kinase-Glo residual ATP luminescence. Potency, µM (series often up to 57.5 µM), inactives show at the top dose activity change, negative = inhibition, usual class: inhibitors. 0.007% of 270,000 active. AID 1868; note: potency is the fitted concentration of half-maximal effect
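GALK at 5 nM final was combined with compound, 35 uM ATP and 100 uM galactose in HEPES pH8.0 with MgCl2 and DTT. The reaction ran one hour at room temperature before luminescent ATP detection.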
KCNH2 3.1 inh – KCNH2 3.1 (human) potassium channel inhibition | activity change, % (tested at about 1.8 µM) | 0.95% of 340,000 active | U2OS KCNH2 3.1, thallium flux FluxOr; active compounds read low;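 active = maximum activity change below -70%; inconclusive = maximum activity change from -70% to -50%; inactive = maximum activity change above -50%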;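 note: thallium influx rate constant from kinetic fluorescence after stimulation buffer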
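Steps: virus added to U2OS suspension (4 h, RT, dark); medium with 10% FBS added, cells plated, 37 C overnight; FluxOr/Red40 loading buffer 45 min RT; stimulation buffer, 2 min kinetic read; rate constant normalized.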
The depositor's hits bear a star; ? = inconclusive; . = no result given; [ ] = dose if it differs, or a comment. Unless noted, calls come from the whole dose curve; as a rule, active = well fitted curve in the direction sought with a large enough effect; inconclusive = small, poorly fitted or top-dose-only effect, or another doubt; inactive = no such curve, though single readings can be large; an effect the other way counts as inactive or inconclusive. Unless noted, % is set by controls: 0 for no effect and ±100 for the full control effect.

SMILES | Giardia kill | PKM2 act | Chronic BCR inh | hERG WT inh | Eya2 phos inh | USP2a inh | B2AR arrestin | uPA generation | Coupling enz | GALK inhibitor | KCNH2 3.1 inh
Cc1cccc(N2CC(C(=O)Nc3nnc(SCCC4OCCO4)s3)CC2=O)c1 (stereo unspecified) | 0 | -9% | ? | -11 | -4% | 1% | -0.4% | 12% | -1 | 7% | -13
COc1ccc(OC)c(CN2CCC(CO)(CCOc3ccccc3)CC2)c1 | -3 | -4% | ? | 69 | 1% | -1% | 0.4% | 0% | 1 | -2% | -75*
O=C(O)COc1ccccc1/C=N/NC(=O)COc1ccc(-c2ccccc2)cc1 | 12 | -3% | 6% | -10 | 8% | 7% | -0.5% | 2% | 8 | 0% | 7
N#CCSc1nnc(C2CCCCC2)n1-c1ccccc1 | -13 | -1% | 2% | -4 | 10% | -1% | -0.1% | 4% | 0 | 10% | 9
O=[N+]([O-])c1ccc2nc(-c3ccc(Cl)cc3)[nH]c2c1 | -4 | -20% | ? | -5 | -11% | 2% | -0.7% | ? | -20 | . | 6
O=C(CCN=C1NS(=O)(=O)c2ccccc21)OCc1c(F)c(F)c(F)c(F)c1F | 13 | . | -12% | -2 | 28% | 1% | -0.5% | 6% | . | . | -1
Cc1noc(C)c1C(=O)N1CCN(c2cccc(Cl)c2)CC1 | -3 | . | 7% | -6 | -12% | -1% | 0.0% | -1% | 1 | 9% | -30
Cc1cccn2c(CNCC3(c4ccccc4)CCCC3)c(C(=O)N3CCOCC3)nc12 | 2 | -3% | ? | 3 | 11% | 0% | -1.3% | 6% | 3 | 5% | 3
Cc1ccc(C2=[N+]([O-])C3(CCCCC3=O)N(O)C2(C)C)cc1 (stereo unspecified) | 10 | 1% | 26% | -1 | -18% | -1% | 0.2% | 3% | 2 | -3% | 2
CSc1nc2ccc(NC(=O)c3ccccn3)cc2s1 | ? | -24% | ? | -1 | 0% | 1% | -0.3% | -3% | 0 | 11% | 5
O=C(O)CN1C(=O)c2cccc(Oc3ccc(Cl)cc3)c2C1=O | -8 | -1% | 0% | 2 | -4% | 1% | 0.1% | 2% | 8 | 7% | 5
CCNc1nc(NOC)nc(OCC#N)n1 | 31[activator] | -2% | -9% | . | 6% | 4% | -0.6% | -7% | -3 | 1% | 3
CCN1/C(=C\C(C)=O)Sc2ccc(OC)cc21 | 2 | 4% | -2% | -15 | 17% | 4% | 0.1% | -21% | -1 | 0% | 6
CCCCn1c(N)c(N(CCC(C)C)C(=O)c2ccc([N+](=O)[O-])o2)c(=O)[nH]c1=O | 5 | 1% | -1% | 11 | -4% | 2% | -0.4% | 2% | . | 3% | 1
S=C(Nc1ccc(Cl)cc1)NC1CC2CCCC(C1)N2C1CC1 (stereo unspecified) | 24 | -2% | ? | 14 | -11% | -1% | -0.9% | -6% | 0 | 0% | -7
CC1(C(=O)N(CC(=O)NC2CCCC2)C2CCCC2)CC(=O)N=C2C=CC=CN21 (stereo unspecified) | -10 | -4% | 2% | -2 | -3% | 0% | -0.3% | 2% | 3 | 0% | 12
CC(OC(=O)c1nc(Cl)ccc1Cl)C(=O)Nc1ccccc1F (stereo unspecified) | -16 | . | 6% | 1 | 11% | 2% | -0.1% | 6% | . | . | -21
Cn1c(C(=O)N2CCc3ccccc3C2)cc2c(=O)n3ccccc3nc21 | -6 | -5% | -13% | 16 | -2% | 0% | -0.7% | 0% | -4 | 7% | 1
O=[N+]([O-])c1ccc(S(=O)(=O)N2CCN(C3CCN(Cc4ccccc4)CC3)CC2)cc1 | -14 | . | 3% | 36 | 14% | 2% | 0.3% | -10% | 0 | 0% | -23
O=C(O)C1Oc2cc3ccccc3cc2O1 | ? | . | 1% | 2 | 2% | -2% | 0.0% | 4% | 1 | -2% | 25
COc1ccc(C)cc1NS(=O)(=O)c1ccc(-c2cnc(C3CC3)o2)cc1 | -1 | . | ? | -5 | 0% | 2% | -0.1% | -91% | . | -2% | -8
Cc1cccc(NC(=O)C(=O)C2C(=O)Nc3ccccc32)c1 (stereo unspecified) | -11 | 7% | ? | -2 | -7% | 5% | 0.2% | 1% | -5 | -4% | 32
OC1C=CSc2nc3ccccc3n21 (stereo unspecified) | 18 | 2% | ? | 2 | 2% | 3% | 2.9% | -12% | 2 | 1% | -2
Cc1ccc(S(=O)(=O)N2CCN(S(=O)(=O)N3CCC(C)CC3)CC2)c(C)c1 | -4 | 16% | 5% | 1 | -9% | 0% | 0.1% | 0% | 0 | 0% | 11
COc1cc(C2CC(=O)Nc3c2c(=O)nc2c(C)cccn32)cc(OC)c1OC (stereo unspecified) | 2 | 0% | 2% | -2 | 5% | 1% | 0.0% | 12% | -1 | 0% | -23

(cont.)
SMILES | Giardia kill | PKM2 act | Chronic BCR inh | hERG WT inh | Eya2 phos inh | USP2a inh | B2AR arrestin | uPA generation | Coupling enz | GALK inhibitor | KCNH2 3.1 inh
CNc1nnc(-c2ccc(N(C)C)cc2)s1 | ? | -21% | ? | 8 | -2% | 2% | 0.1% | ? | -4 | 0% | 13
COc1ccc(NC(C)C(=O)Nc2cccc(S(=O)(=O)N3CCOCC3)c2)cc1OC (stereo unspecified) | 34[activator] | . | -5% | -6 | 12% | 3% | 0.0% | ? | . | . | -3
C=CCN1C(=O)c2cccc3c(Br)ccc(c23)C1=O | 0 | -3% | ? | -9 | 2% | 0% | -0.4% | 5% | 0 | -1% | -1
CN1/C(=C\C(=O)COC(=O)c2ccc(O)cc2)C(C)(C)c2ccccc21 | 3 | -2% | ? | -4 | -3% | 1% | 0.3% | -10% | 2 | -1% | 9
COc1cc(-c2nc3ccc(C)cn3c2NCc2ccccc2)ccc1-c1cccc(Cl)c1 | 22 | . | 9% | 13 | 0% | 0% | 0.0% | ? | . | . | -49
O=C(Nc1nnc(C2CCCCC2)s1)C1CC(=O)N(c2ccccc2)C1 (stereo unspecified) | -1 | 0% | 6% | 6 | 0% | -1% | -0.2% | -1% | -1 | -2% | -7
COc1cccc2[nH]c3c(N4CCC(C(N)=O)CC4)ncnc3c12 | 3 | -2% | -1% | 5 | 9% | -1% | 0.1% | 16% | -3 | 4% | -11
COc1ccc(NC(=O)/C=C/c2ccccc2)cn1 | -4 | 1% | ? | 10 | 0% | 2% | -0.5% | -10% | -13 | 1% | 3
CCCc1nnc(SCC(=O)N2CCOCC2)n1CCCOC | 13 | -6% | ? | -10 | -2% | 3% | -0.3% | -4% | 0 | 7% | -20
Cc1ccc(C(c2nnnn2Cc2cccs2)N2CCN(Cc3ccc4c(c3)OCO4)CC2)cc1 (stereo unspecified) | -17 | 0% | 4% | -110* | -8% | 2% | 0.5% | -14% | -8 | -3% | -95*
COc1cccc(OCc2cc(C(=O)N3CCN(C(=O)c4ccco4)CC3)no2)c1 | 12 | . | 0% | 0 | 4% | 2% | 0.6% | 1% | 0 | -2% | 0
CCOC(=O)CSc1nnc(NC(=O)CCc2ccccc2)s1 | 34[activator] | . | -10% | 5 | -5% | 0% | -0.2% | -20% | 1 | 4% | -5
O=C(CSc1nnc(NC(=O)C2CC2)s1)Nc1ccc2c(c1)OCCO2 | -3 | -23% | -16% | -9 | 3% | -1% | -0.3% | 7% | 1 | 0% | -1
CCOC(CNC(=O)C1CCN(S(=O)(=O)c2ccc3nc4c(c(C(=O)O)c3c2)CCCCC4)CC1)OCC | -26 | . | 0% | 0 | -4% | 1% | -0.2% | -18% | . | -2% | 7
NC(=O)C1CCN(C(=O)c2ccccc2CCc2ccccc2)CC1 | -3 | -9% | -1% | 0 | 9% | 2% | -0.1% | 7% | 0 | 3% | 9
O=C(/C=C/c1cccnc1)c1ccc(NC(=O)c2cccc(Br)c2)cc1 | 7 | -1% | 3% | 5 | 12% | 1% | 0.3% | 0% | 4 | 4% | -6
COc1ccc(C2SCC(=O)N2c2ccc(OC)cc2)cc1 (stereo unspecified) | 9 | . | 1% | -21 | -15% | -2% | -0.7% | 7% | 1 | . | -8
O=C(CCS(=O)(=O)c1ccc2c(c1)NC(=O)CS2)NCc1ccccc1Cl | -9 | 0% | 2% | -14 | -27% | 1% | 0.5% | 20% | -2 | -5% | -23
Cc1ccc(C(=O)N/C(=C\c2ccco2)C(=O)N2CCCCC2)cc1 | 4 | 2% | -1% | 2 | 1% | 3% | -1.0% | -2% | -2 | -1% | 8
Cc1ccc2cc(C#N)c(SCC(=O)N3CCCC3)nc2c1 | 17 | -7% | -1% | -2 | -7% | 11% | -0.2% | -4% | -2 | -2% | 3
CN(CC(=O)Nc1ccc(N2CCOCC2)cc1)C(=O)c1cc(F)c(F)cc1Cl | -9 | . | -4% | -2 | 8% | 2% | -0.8% | 3% | . | . | -22

Assay outcomes as filed in PubChem.
